Eya2 phos inh: qHTS Assay for Inhibitors of the Phosphatase Activity of Eya2. Protein phosphatase EYA2 (Homo sapiens), O00167. recombinant Eya2, OMFP fluorescence dephosphorylation (OMFP is methylfluorescein phosphate). Potency, µM (doses to about 76.9 µM), for the others: at the top dose activity, negative = inhibition, actives largely listed as inhibitors. 330,000 compounds, 0.006% hits. AID 488837, 2010; also: potency is read from the fitted curve at half-maximal effect; % is scaled to controls: 0 for no effect and ±100 for the full control effect
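Eya2 (0.2 uM) preincubated 10 min at ambient with compound, then OMFP substrate added at 50 uM; 10 min reaction in 50 mM HEPES pH 7.5, 50 mM NaCl, 5 uM MgCl2, 0.05% BSA, 1 mM DTT. Fluorescence read at Ex 485/Em 525 nm.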
USP2a block: qHTS Assay for Inhibitors of Ubiquitin-specific Protease USP2a Using CHOP2 as the Reporter; Ubiquitin carboxyl-terminal hydrolase 2 (Homo sapiens), O75604; USP2 core, Ub-CHOP2 coupled fluorogenic reporter, 485/531; Potency, µM (highest dose often 38.3 µM), without a hit: at the highest dose activity change, negative = inhibition, usual class: inhibitors; 330,000 compounds, 0.01% hits; AID 463254, 2010;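 also: potency is read from the fitted curve at half-maximal effect; plate controls were DMSO wells for no effect and full inhibition by NEM control for full effect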
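Cell-free coupled assay: 10nM USP2 core preincubated 30min RT with compound in Tris-HCl pH 8.0/CaCl2/CHAPS buffer, then 25nM Ub-CHOP2 and 25nM reporter substrate; fluorescence (Ex 485/Em 531) read after 60min RT, normalized to NEM inhibition, concentration-response curves fitted.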
BCR signal inh: qHTS Assay to Find Inhibitors of Chronic Active B-Cell Receptor Signaling; Potency, µM (highest dose often 46.1 µM), for inactives: top-dose ratio change, negative = lower green/red ratio, usual class: inhibitors; 340,000 compounds, 0.05% hits; AID 493014, 2011; ABC-DLBCL IkBa-CBG/CBR reporter, luminescence ratio, 4 h; active = well fitted inhibition curve with a large enough effect in the signal ratio, with a control signal flat, not every such curve was filed as active; inconclusive = small, poorly fitted or top-dose-only effect, or effect the other way, or a change in a side signal; the % refers to the signal ratio;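 also: potency is read from the fitted curve at half-maximal effect; plate controls were basal doxycycline-induced cells for no effect and cells given 10 µM MG132 for full effect; MG132 reads +100%, hits lower the ratio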
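Cell line TMD8 (human ABC DLBCL), stably expressing tet-inducible CBG68-IkBa fusion and CBR; IMDM/0.5% FBS; cpd up to 46 uM; dox induction, 4 h, 37C/5% CO2; dual luminescence; green/red ratio; MG132 control.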
Tb PFK block: qHTS Assay to Find Inhibitors of T. brucei phosphofructokinase. Potency, µM (doses to about 57.5 µM), for inactives: at the top dose activity, negative = inhibition, most hits filed as inhibitors. T. brucei PFK, ADP-Glo luminescence. AID 485367, 2010. 330,000 compounds, 0.17% hits;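 also: potency is read from the fitted curve at half-maximal effect; 0% = uninhibited 1x PFK enzyme wells and -100% = no-enzyme wells; nearly all actives have a fitted effect of over 60% in size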
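ADP-Glo luminescence quantified ADP after 45 min at room temperature, with 1.25 nM T. brucei PFK, 0.1 mM ATP and 0.5 mM fructose-6-phosphate in pH 8.0 TEA buffer. qHTS titrations up to 57 µM; curves classified by quality.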
Mito fusion yeast: qHTS Assay for Small Molecule Inhibitors of Mitochondrial Division or Activators of Mitochondrial Fusion; 320,000 compounds, 0.23% hits; Potency, µM (doses to about 46.1 µM), inactives show top-dose growth rescue (activation), usual class: activators; S. cerevisiae fusion-defective mutant growth rescue, CellTiterGlo 48 h; AID 485298, 2010;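 also: potency is read from the fitted curve at half-maximal effect; % of control where 0% means no effect; nearly all actives have a fitted effect of over 45% in size; temperature-sensitive fusion mutants such as fzo1-1 at 37 °C on non-fermentable ethanol glycerol medium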
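S. cerevisiae fusion-defective temperature-sensitive mutants (e.g. fzo1-1, mgm1-5) grown 48 h at 37C in YPEG (ethanol/glycerol non-fermentable) medium with 23 nl compound per well; growth rescue read as CellTiterGlo luminescence.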
ELG1 repair inh: qHTS screen for small molecules that inhibit ELG1-dependent DNA repair in human embryonic kidney (HEK293T) cells expressing luciferase-tagged ELG1. Potency, µM (series often up to 46.1 µM), inactives show top-dose activity change, negative = inhibition, most hits filed as inhibitors. AID 504467, 2011. HEK293T ELG1-luciferase reporter, luminescence, 16 h; DNA damage induced by 5-fluorouridine. 330,000 compounds, 2.3% hits; also: potency is read from the fitted curve at half-maximal effect; % is scaled to controls: 0 for no effect and ±100 for the full control effect; nearly all actives have a fitted effect of over 55% in size
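DMSO vehicle served as the neutral condition. Each well held 2,000 cells given 5-fluorouridine plus compound; after 16 hr at 37 °C/5% CO2, ONE-Glo was added and luciferase measured 30 min later.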
B2AR arrestin: qHTS assay of beta-arrestin-biased ligands of beta2-adrenergic receptor. beta-arrestin recruitment to beta2AR, cell-based reporter. Potency, µM (highest dose often 46.1 µM), inactives show top-dose activation, hits mostly activators. 330,000 compounds, 0.02% hits;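 also: potency is read from the fitted curve at half-maximal effect; 0% = DMSO controls and full agonism = EC100 isoproterenol or metaproterenol; nearly all actives have a fitted effect of over 65% in size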
uPA surface inh: qHTS for Inhibitors of Cell Surface uPA Generation | cell surface uPA generation assay, qHTS | Potency, µM (doses to about 38.3 µM), inactives show at the highest dose activity change, negative = inhibition, most hits filed as inhibitors | 330,000 compounds, 0.31% hits; active = well fitted inhibition curve with a large enough effect; inconclusive = small, poorly fitted or top-dose-only effect; inactive = no such curve, though single readings can be large or run the other way; tested in mouse RAW 264.7 cells; also: potency is read from the fitted curve at half-maximal effect; % is scaled to controls: 0 for no effect and ±100 for the full control effect; nearly all actives have a fitted effect of over 55% in size
PTAP TSG101 blk: qHTS Assay for Iinhibitors of HIV-1 Budding by Blocking the Interaction of PTAP/TSG101; Fluorescence polarization, FITC-PTAP peptide / Tsg101 binding; Potency, µM (top dose mostly 115 µM), for inactives: at the highest dose activity change, negative = inhibition, usual class: inhibitors; 340,000 tested, under 10 active; active = well fitted inhibition curve with a large enough effect in the main read-out, with a control signal flat, not every such curve was filed as active; inconclusive = small, poorly fitted or top-dose-only effect, or effect the other way, or a change in a side signal; inactive = no such curve, though single readings can be large or run the other way; also: potency is read from the fitted curve at half-maximal effect; % of control where 0% means no effect
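Fluorescence anisotropy tracks displacement of a FITC-tagged PTAP peptide (50 nM) from the Tsg101 binding domain (10 uM), following a 20 min room-temperature incubation at pH 7.5.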
TSHR antagonist: Antagonists of the Thyroid Stimulating Hormone Receptor: HTS campaign | TSHR-expressing cells, TSH-stimulated cAMP HTRF, 2 h; hits give low values | Thyrotropin receptor (Homo sapiens), P16473 | activity change, negative = inhibition, % at 11.5 µM | 330,000 compounds, 0.2% hits;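 active = activity change below a set negative limit, meaning inhibition stronger than a set level, cut at about -70% in these data; inconclusive = activity change between two set negative limits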; also: % is scaled to controls: 0 for no effect and ±100 for the full control effect
Target sequence (P16473 whole entry, looked up): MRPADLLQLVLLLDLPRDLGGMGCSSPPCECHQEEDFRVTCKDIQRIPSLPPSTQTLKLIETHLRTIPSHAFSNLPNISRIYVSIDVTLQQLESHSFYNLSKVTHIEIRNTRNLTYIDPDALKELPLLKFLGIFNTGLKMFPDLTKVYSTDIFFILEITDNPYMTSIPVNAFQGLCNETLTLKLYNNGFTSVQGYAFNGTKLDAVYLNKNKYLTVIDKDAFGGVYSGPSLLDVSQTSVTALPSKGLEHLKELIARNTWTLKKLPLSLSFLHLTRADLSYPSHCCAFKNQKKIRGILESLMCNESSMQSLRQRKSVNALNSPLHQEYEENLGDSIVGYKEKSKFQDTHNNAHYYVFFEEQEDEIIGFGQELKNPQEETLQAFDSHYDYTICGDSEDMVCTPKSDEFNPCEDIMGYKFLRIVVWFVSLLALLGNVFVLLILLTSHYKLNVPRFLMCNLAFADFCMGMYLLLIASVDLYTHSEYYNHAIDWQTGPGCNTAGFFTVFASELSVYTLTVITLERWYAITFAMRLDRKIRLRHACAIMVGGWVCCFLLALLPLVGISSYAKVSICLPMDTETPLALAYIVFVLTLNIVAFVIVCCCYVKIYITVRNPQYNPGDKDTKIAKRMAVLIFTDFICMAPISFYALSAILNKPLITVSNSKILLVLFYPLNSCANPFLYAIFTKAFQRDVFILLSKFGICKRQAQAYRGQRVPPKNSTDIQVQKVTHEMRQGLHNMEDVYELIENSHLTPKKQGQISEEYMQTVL
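TSHR-expressing cells, 200/well, pre-treated with compound, then stimulated with EC80 TSH (4nM final) for 2 hours at 37 deg C. cAMP measured by competitive HTRF: anti-cAMP cryptate antibody in lysis buffer plus cAMP-d2, read after 30 minutes at room temperature.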
TCR activator: Activators of T cell receptors: qHTS campaign. primary human leukocytes, anti-CD3, IL-2 HTRF, 48 h. 330,000 tested, under 10 active. Potency, µM (doses to about 9.22 µM), for inactives: at the highest dose activation of IL-2 secretion, hits mostly activators. AID 504894, 2011; also: % of control where 0% means no effect
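TCR engagement came from a-CD3 beads alone, with compounds added to primary human leukocytes for 48 hr. Secreted IL-2 bridged europium cryptate- and d2-labelled anti-IL-2 antibodies, giving FRET emission at 665nm after 320nm excitation.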
Active calls of the source: *; ? = inconclusive; · = not tested or not shown; [ ] = another dose, or the depositor's remark. Unless noted, calls follow the shape of the dose curve; as a rule, active = well fitted curve in the direction sought with a large enough effect; inconclusive = small, poorly fitted or top-dose-only effect, or another doubt; inactive = no such curve, though single readings can be large; an effect the other way counts as inactive or inconclusive.

entry	Compound	Eya2 phos inh	USP2a block	BCR signal inh	Tb PFK block	Mito fusion yeast	ELG1 repair inh	B2AR arrestin	uPA surface inh	PTAP TSG101 blk	TSHR antagonist	TCR activator
1	COc1ccc(C(=O)Nc2ccc3oc(-c4cccc(Cl)c4)cc(=O)c3c2O)cc1	-5%	1%	-1%	-4%	13%	2%	-0.2%	-12%	0%	-1	12%
2	CC(C)(C)C(=O)Nc1ccc(-c2nnc3n2CCCCC3)cc1	5%	2%	1%	-5%	1%	-6%	0.5%	10%	-4%	-1	4%
3	CCc1ccccc1NC(=O)CN(c1cccc(OC)c1)S(C)(=O)=O	10%	0%	-3%	-6%	0%	9%	3.0%	-6%	-4%	0	·
4	C/C(=C\c1ccccc1)C(=O)Nc1nc2ccc([N+](=O)[O-])cc2s1	5%	3%	?	-4%	6%	?	0.3%	-5%	-1%	-10	2%[46.1 µM]
5	COc1ccc(NC(=O)COC(=O)C2CCN(S(=O)(=O)c3cccs3)CC2)cc1	8%	0%	1%	-1%	0%	-5%	-0.5%	3%	-2%	3	3%
6	Cc1nc(Cl)sc1C(=O)Nc1ccccc1Cl	-8%	1%	-5%	1%	-3%	1%	3.5%	?	-6%	0	5%
7	COc1ccccc1/C=C/C=N/NC(=O)c1ccc(=O)n(C)c1	-9%	3%	?	-5%	1%	?	-0.3%	-3%	-2%	-4	0%[46.1 µM]
8	Cc1nn(-c2ccccc2)c(C)c1/C=N/NC(=O)c1cnccn1	-16%	1%	?	3%	-2%	23%	-0.7%	6%	0%	-9	9%
9	Nc1ccc(Oc2ccc3nc(-c4ccccc4)c(-c4ccccc4)nc3c2)cc1	-3%	5%	-1%	-1%	-12%	3%	-0.3%	2%	1%	-1	3%
10	C=CCC[C@@H](Cc1ccc(F)cc1)C(=O)OC[C@H](Cc1c[nH]c2ccccc12)NC(=O)[C@@H](CC=C)CC(=O)NCCO	2%	-1%	?	-5%	·	?	-2.3%	-8%	·	-3	4%
11	CCCCNC(=O)NNC(=O)COc1cccc(C)c1C	-2%	2%	-1%	-4%	-3%	7%	-3.7%	12%	-2%	4	5%[46.1 µM]
12	CCOC(=O)CCNC(=O)N1CCCC(C(=O)c2ccc3c(c2)OCO3)C1 (stereo unspecified)	10%	3%	?	-1%	3%	12%	-0.2%	3%	-6%	-3	1%

3 structures out of the list, arranged by length of the SMILES, falling.
entry	Compound	Eya2 phos inh	USP2a block	BCR signal inh	Tb PFK block	Mito fusion yeast	ELG1 repair inh	B2AR arrestin	uPA surface inh	PTAP TSG101 blk	TSHR antagonist	TCR activator
4	C/C(=C\c1ccccc1)C(=O)Nc1nc2ccc([N+](=O)[O-])cc2s1	5%	3%	?	-4%	6%	?	0.3%	-5%	-1%	-10	2%[46.1 µM]
12	CCOC(=O)CCNC(=O)N1CCCC(C(=O)c2ccc3c(c2)OCO3)C1 (stereo unspecified)	10%	3%	?	-1%	3%	12%	-0.2%	3%	-6%	-3	1%
8	Cc1nn(-c2ccccc2)c(C)c1/C=N/NC(=O)c1cnccn1	-16%	1%	?	3%	-2%	23%	-0.7%	6%	0%	-9	9%

Continued.
Labels used below – A = Eya2 phos inh; B = USP2a block; C = BCR signal inh; D = Tb PFK block; E = Mito fusion yeast; F = ELG1 repair inh; G = B2AR arrestin; H = uPA surface inh; I = PTAP TSG101 blk; J = TSHR antagonist; K = TCR activator
13) O=C(NNC(=S)Nc1ccc(Br)cc1Cl)c1ccncc1
  A = -7%; B = 4%; C = 14%; D = -1%; E = -10%; F = 16%; G = 0.3%; H = -13%; I = -2%; J = -15; K = 2%[46.1 µM]

14) Cc1ccc(NC(=O)c2cccnc2)cc1S(=O)(=O)N(C)C
  A = -1%; B = 2%; C = 2%; D = -2%; E = -8%; F = ·; G = 0.1%; H = 4%; I = -1%; J = 10; K = -8%

15) C/C(=C(\C#N)C(=O)NCc1ccccc1)N(C)C
  A = 5%; B = 2%; C = 13%; D = -6%; E = 6%; F = 14%; G = -0.1%; H = 0%; I = -1%; J = 28; K = 5%

16) COc1ccc(OC)c(-c2csc(N(CC3CCCO3)C(=O)C3CCCCC3)n2)c1 (stereo unspecified)
  A = 5%; B = -9%; C = 20%; D = 2%; E = 27%; F = ?; G = -0.4%; H = 2%; I = 1%; J = 8; K = -8%

17) COc1ccc(CCNC(=O)c2ccccc2N(C)S(=O)(=O)c2ccccc2)cc1
  A = -1%; B = 0%; C = 0%; D = -1%; E = 7%; F = -20%; G = -1.0%; H = -2%; I = -3%; J = -3; K = 0%[46.1 µM]

18) Cn1nc(C(=O)Nc2ccc(S(=O)(=O)N3CCCCC3)cc2)c2ccccc2c1=O
  A = 18%; B = 1%; C = -4%; D = 1%; E = 2%; F = 8%; G = -0.9%; H = 0%; I = -1%; J = -6; K = 2%

Record cards (already shown):
Shown for Nc1ccc(Oc2ccc3nc(-c4ccccc4)c(-c4ccccc4)nc3c2)cc1 → Eya2 phos inh: -3%; USP2a block: 5%; BCR signal inh: -1%; Tb PFK block: -1%; Mito fusion yeast: -12%; ELG1 repair inh: 3%; B2AR arrestin: -0.3%; uPA surface inh: 2%; PTAP TSG101 blk: 1%; TSHR antagonist: -1; TCR activator: 3%
Shown for COc1ccc(NC(=O)COC(=O)C2CCN(S(=O)(=O)c3cccs3)CC2)cc1 → Eya2 phos inh: 8%; USP2a block: 0%; BCR signal inh: 1%; Tb PFK block: -1%; Mito fusion yeast: 0%; ELG1 repair inh: -5%; B2AR arrestin: -0.5%; uPA surface inh: 3%; PTAP TSG101 blk: -2%; TSHR antagonist: 3; TCR activator: 3%

Along the list, from the results shown:
Eya2 phos inh, entries 5–16 → 8%, -8%, -9%, -16%, -3%, 2%, -2%, 10%, -7%, -1%, 5%, 5%
Tb PFK block, entries 5–16 → -1%, 1%, -5%, 3%, -1%, -5%, -4%, -1%, -1%, -2%, -6%, 2%

Source: PubChem
